# Source: PubChem BioAssay
# CHRM5 antagonist: antagonists of human muscarinic M5 receptor (CHRM5) | 360,000 tested, 0.59% active | inhibition, % at 3 µM | AID 624040 | CHO-hM5 cells, Fluo-8 calcium fluorescence, ACh EC80;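 active means inhibition above a per-plate cutoff, the mean of that plate's test compounds plus 3 SD, cut at about 27% in these data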;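 further: 0% = acetylcholine EC80 with DMSO and 100% = DMSO without agonist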
# Target sequence (P08912 whole entry, looked up): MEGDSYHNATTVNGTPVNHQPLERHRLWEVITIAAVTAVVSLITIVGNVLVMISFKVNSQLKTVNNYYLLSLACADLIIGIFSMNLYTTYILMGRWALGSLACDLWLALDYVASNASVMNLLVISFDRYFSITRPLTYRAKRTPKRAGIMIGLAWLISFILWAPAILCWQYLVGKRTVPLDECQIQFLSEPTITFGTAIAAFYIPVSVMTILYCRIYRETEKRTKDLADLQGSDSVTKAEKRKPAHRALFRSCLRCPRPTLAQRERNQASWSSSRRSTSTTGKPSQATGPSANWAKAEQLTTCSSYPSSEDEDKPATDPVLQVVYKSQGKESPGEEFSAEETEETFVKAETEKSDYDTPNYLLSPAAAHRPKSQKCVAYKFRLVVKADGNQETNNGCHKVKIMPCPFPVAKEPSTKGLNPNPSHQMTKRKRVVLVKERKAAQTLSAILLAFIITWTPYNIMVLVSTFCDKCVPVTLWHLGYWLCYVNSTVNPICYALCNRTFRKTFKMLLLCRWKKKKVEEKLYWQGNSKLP
# CHRM4 antagonist: blocks acetylcholine activation of human M4 receptor | P08173 | CHO-hM4 cells, ACh EC80, Fluo-8 calcium fluorescence | inhibition, % at 3 µM | 360,000 tested, 0.73% active | AID 624125;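 active means inhibition above its plate's cutoff, the mean inhibition of sample wells plus 3 SD, cut at about 27% in these data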;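 further: 0% = acetylcholine EC80 with DMSO and 100% = DMSO without agonist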
# CHO-K1 Ca PAM: M1 PAM counterscreen hit in parental CHO-K1 cells. ATP EC20, Fluo-8 calcium fluorescence; 0% at ATP EC20, 100% at ATP max. activation, % at 3 µM. 360,000 tested, 0.02% active;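 active means activation above the run cutoff, the mean activation of all test compounds plus 3 SD, cut at about 40% in these data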;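 further: peak over basal fluorescence ratio in a 140 s read after ATP addition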
# CHO-K1 Ca ag: counter-screen for M1 agonists: effect in parental CHO-K1 cells; Fluo-8 calcium fluorescence; scaled to maximal ATP response, vehicle zero; activation, % at 3 µM; 360,000 tested, 0.48% active; AID 602248; in the data active means activation above about 15%;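 further: untransfected CHO-K1 host cells lacking M1 receptor as counterscreen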
# M4 ag: agonists of human muscarinic M4 receptor (CHRM4). CHO-K1 hM4/Gqi5, Fluo-8 calcium fluorescence; vehicle 0%, full acetylcholine response 100%. activation, % at 3 µM. 360,000 tested, 0.14% active. P08173;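 active means activation above the run mean over all test wells plus 3 SD, cut at about 32% in these data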;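 further: peak over basal fluorescence ratio per well then scaled between controls; 0% = DMSO wells and 100% = acetylcholine at EC100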
# M5 ag: agonists of human muscarinic M5 receptor (CHRM5); AID 624037; CHO-K1 hM5 cells, Fluo-8 calcium fluorescence; 0% DMSO wells, 100% maximal acetylcholine response; activation, % at 3 µM; 360,000 tested, 0.19% active;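 active means activation above the run's mean over test compounds plus 3 SD, cut at about 23% in these data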;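 further: signal is peak over basal fluorescence ratio across the kinetic read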
# M5 PAM: CHRM5 positive allosteric modulation. 360,000 tested, 0.3% active. activation, % at 3 µM. CHO-K1 hM5, Fluo-8 calcium, ACh EC20 PAM; 0% = ACh EC20, 100% = ACh EC100. P08912;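 active means activation above the run cutoff, the mean activation of all test compounds plus 3 SD, cut at about 18% in these data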
#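 system = human M5 receptor in CHO-K1 cells | reagent = EC20 acetylcholine as agonist stimulus | compound dosing = single-point, 3 µM nominal | incubation = Fluo-8 loading 80 min at 37 °C plus 30 min room temperature | detection = Fluo-8 calcium dye fluorescence, kinetic read | benchmarks = low control EC20 acetylcholine (0%), high control EC100 acetylcholine (100%)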
# CHO-K1 Ca antag: counter-screen for M1 antagonists: effect in parental CHO-K1 cells | inhibition, % at 3 µM | ATP-induced calcium, Fluo-8 fluorescence | 360,000 tested, 0.6% active;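 active means inhibition above a per-plate cutoff, the plate's mean sample inhibition plus 3 SD, cut at about 24% in these data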;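 further: 0% = DMSO plus EC80 ATP and 100% = DMSO alone without ATP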
# CHRM4 PAM: CHRM4 positive allosteric modulation | P08173 | CHO-K1 hM4/Gqi5, Fluo-8 calcium fluorescence, ACh EC20; 0% = ACh EC20, 100% = maximal ACh | activation, % at 3 µM | 360,000 tested, 0.4% active | AID 624126;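 active means activation above its plate's cutoff, the mean activation of sample wells plus 3 SD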; further: some results filed as inactive read as strong as hits
# * marks the source's active call; other numbers are inactive results; . = no result given.
1) Cc1ccc(CS(=O)(=O)CCC(=O)N2CCOCC2)cc1
2) COc1ccc(C(CNc2ncnc3sccc23)N(C)C)cc1OC (stereo unspecified)
3) C[C@H]1CN([C@@H](C)CO)C(=O)c2cc(NC(=O)NC3CCCCC3)ccc2O[C@H]1CN(C)C(=O)Nc1ccc(C(F)(F)F)cc1
4) O=C(CCC(=O)N/N=C/c1c[nH]c2ccccc12)NCc1ccccc1
5) Cc1ccccc1NC(=O)Cc1nc(COC(=O)CNC(=O)c2ccc(Cl)cc2Cl)cs1
6) Nc1c(NCc2ccccc2F)c(=O)[nH]c(=O)n1Cc1ccccc1
7) C/C(=N\NC(=O)Cc1ccc(Cl)cc1)c1cccc(NC(=O)c2cccnc2)c1
8) c1ccc2c(Nc3ccc4c(c3)OCCO4)c3c(nc2c1)CCC3
9) CCc1ccc(N2C=C(C(=O)OC)C(c3ccc(OC)cc3)C(C#N)=C2N)cc1 (stereo unspecified)
10) CCOC(=O)c1ccc(NC(=O)C(=O)NCc2ccco2)cc1

Screen / compound no.	1	2	3	4	5	6	7	8	9	10
CHRM5 antagonist	6	4	7	-2	-4	1	7	10	10	5
CHRM4 antagonist	4	1	-27	3	1	1	6	5	12	1
CHO-K1 Ca PAM	9	6	5	-10	5	-8	4	9	.	18
CHO-K1 Ca ag	-0.1	1.4	-0.3	-0.2	1.5	0.1	1.1	1.8	.	0.0
M4 ag	0	0	1	1	0	0	2	2	-1	1
M5 ag	-1	0	0	-1	0	0	0	-10	-2	-3
M5 PAM	-4	1	-11	0	-2	-3	0	-8	-9	-6
CHO-K1 Ca antag	-4	-16	-15	7	0	14	-8	2	.	-4
CHRM4 PAM	6	-3	4	9	0	13	-4	-10	-2	7

11) O=S1(=O)CC(N2CCC(c3ccccc3)CC2)CN1Cc1ccc(F)cc1 (stereo unspecified)
12) CCOc1ccc(Nc2ccc(C(=O)O)cc2[N+](=O)[O-])cc1
13) CCc1ccc(/C=C/C(=O)c2c(C)cc(C)[nH]c2=O)cc1
14) COc1ccc2oc(C(=O)Nc3nc(C)cs3)c(C)c2c1
15) CCCn1c(CC)nc([N+](=O)[O-])c1S(=O)(=O)c1ccccc1
16) CCOC(=O)C1C2C=CC(CC2)N1c1ccccc1 (stereo unspecified)
17) N#C/C(=C/C1=C(N2CCOCC2)C(=C/c2ccccc2)/CC1)C(=O)Nc1ccccc1F
18) CC1CC(C)CN(C(=O)COC(=O)c2c[nH]c3ccccc23)C1 (stereo unspecified)
19) O=C(c1cn(-c2ccccc2)nc1-c1cccs1)N1CCN(c2ccccc2)CC1
20) CCOC(=O)C1CCCN(CC(=O)Nc2cc(C)cc(C)c2)C1 (stereo unspecified)

Screen / compound no.	11	12	13	14	15	16	17	18	19	20
CHRM5 antagonist	5	-2	14	-1	-1	13	5	2	9	3
CHRM4 antagonist	4	-2	-4	0	-13	-9	10	1	6	-5
CHO-K1 Ca PAM	10	12	-1	12	24	12	16	-14	14	6
CHO-K1 Ca ag	2.0	-0.3	-0.1	0.3	0.6	-0.2	2.5	1.6	1.2	0.4
M4 ag	3	1	0	4	3	-1	2	3	3	0
M5 ag	1	-6	-2	7	-6	-3	16	2	0	1
M5 PAM	1	4	2	7	-1	3	-4	1	-7	0
CHO-K1 Ca antag	13	-10	-5	-2	-19	-11	-4	-10	5	-21
CHRM4 PAM	3	8	12	11	9	4	3	16	-11	2

21) Cc1ccc(S(=O)(=O)C(C#N)c2nc3ccccc3nc2N2CCCC2)cc1 (stereo unspecified)
22) Cc1cc(/C=C(\C#N)C(=O)N2CCOCC2)c(C)n1C1CCCC1
23) COc1cc(SC)ccc1C(=O)NCCc1c[nH]c2ccccc12
24) CN(CC1COc2ccccc2O1)C(=O)CSc1ncccn1 (stereo unspecified)
25) COC(=O)C[C@H]1C[C@@H]2c3cc(N(C)C)ccc3O[C@@H]2[C@H](CO)O1
26) Cc1onc(-c2ccccc2)c1C(=O)Nc1cccc(S(=O)(=O)N2CCCCC2)c1

Screen / compound no.	21	22	23	24	25	26
CHRM5 antagonist	20	2	6	10	12	2
CHRM4 antagonist	6	-11	4	2	-7	-1
CHO-K1 Ca PAM	18	14	11	13	11	2
CHO-K1 Ca ag	14	9.1	3.4	0.0	0.6	3.2
M4 ag	8	8	7	2	0	9
M5 ag	0	5	-2	2	0	0
M5 PAM	-1	3	-4	3	-3	-8
CHO-K1 Ca antag	-4	-15	0	-8	-13	2
CHRM4 PAM	0	-14	-8	2	-3	-8

# Whole records, looked up by structure.
# Record of `Cc1onc(-c2ccccc2)c1C(=O)Nc1cccc(S(=O)(=O)N2CCCCC2)c1` : CHRM5 antagonist = 2; CHRM4 antagonist = -1; CHO-K1 Ca PAM = 2; CHO-K1 Ca ag = 3.2; M4 ag = 9; M5 ag = 0; M5 PAM = -8; CHO-K1 Ca antag = 2; CHRM4 PAM = -8
# Record of `COC(=O)C[C@H]1C[C@@H]2c3cc(N(C)C)ccc3O[C@@H]2[C@H](CO)O1` : CHRM5 antagonist = 12; CHRM4 antagonist = -7; CHO-K1 Ca PAM = 11; CHO-K1 Ca ag = 0.6; M4 ag = 0; M5 ag = 0; M5 PAM = -3; CHO-K1 Ca antag = -13; CHRM4 PAM = -3

# Reformatted with values under each structure: part of the list above
# Each structure is followed by: CHRM5 antagonist	CHRM4 antagonist	CHO-K1 Ca PAM	CHO-K1 Ca ag	M4 ag	M5 ag	M5 PAM	CHO-K1 Ca antag	CHRM4 PAM
22) Cc1cc(/C=C(\C#N)C(=O)N2CCOCC2)c(C)n1C1CCCC1
  2	-11	14	9.1	8	5	3	-15	-14
23) COc1cc(SC)ccc1C(=O)NCCc1c[nH]c2ccccc12
  6	4	11	3.4	7	-2	-4	0	-8
24) CN(CC1COc2ccccc2O1)C(=O)CSc1ncccn1 (stereo unspecified)
  10	2	13	0.0	2	2	3	-8	2
25) COC(=O)C[C@H]1C[C@@H]2c3cc(N(C)C)ccc3O[C@@H]2[C@H](CO)O1
  12	-7	11	0.6	0	0	-3	-13	-3
